# Glyco luc inh: blocks N-linked glycosylation in D54 reporter cells; D54 ERlucT glycosylation luciferase reporter, 24 h; percent of 100 nM tunicamycin response; reporter increase, % at 12.5 µM; hit rate 0.23% among 360,000;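 active = mean luciferase reporter signal, scaled so untreated is 0 and the glycosylation-blocking control 100, at or above a set limit in every replicate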;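 also: luciferase carries N-glycosylation sites so blocking glycosylation raises the light; 0% = median of neutral control wells and 100% = median of 100 nM tunicamycin wells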
# aDG glyco up: alpha-DG glycosylation activation; Pro5-aDG cells, alpha-DG glycosylation AlphaScreen (IIH6); 0% Pro5, 100% B10-LARGE cell signal; activation, % at 10 µM; hit rate 0.22% among 360,000; AID 624168;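 active = activation of at least 8% versus controls, or a plate z-score of at least 8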;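 also: Pro5 are CHO cells carrying HIG-tagged alpha-DG that lacks glycosylation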
# CaV13 FRET inh: Disruptors of the CACNA1D IQ motif to Ca2+-dependent inactivation inhibitor domain association, primary screening, Förster resonance energy transfer in intact living … | AID 743397 | inhibition, % at 12.3 µM | HEK cells, CFP/YFP FRET ICDI-IQ, plate reader, 10 min; percent FRET-ratio fall versus neutral wells | hit rate 0.098% among 340,000;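 active = mean replicate inhibition of at least 30% and at least 1% of replicates passing that level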;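 also: 0% = median of the neutral control wells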
# m5-HT2A agonist: agonists of mouse serotonin 5-HT2A receptor (HTR2A) | hit rate 0.66% among 360,000 | CHO-K1 mHTR2A beta-arrestin complementation, luminescence; percent of 30 µM serotonin response | activation, % at 7.6 µM;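 active = activation above a run cutoff, the mean activation of all tested compounds plus 3 SD, cut at about 14% in these data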;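 also: 0% = plate median of compound wells and 100% = 30 µM serotonin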
# Vif imaging: inhibitors of HIV Vif | HEK293T cells, Vif self-association by quenched fluorescence, imaging, 24 h | inhibition, % at 7.49 µM | hit rate 0.35% among 340,000 | AID 602346; in the data active = inhibition above about 50%, passing the limit was not always enough; also: some results filed as inactive read as strong as hits
# MC4R ag barr: human MC4R agonism via beta-arrestin; U2OS MC4R beta-arrestin complementation, luminescence; percent of melanotan II response, DMSO zero; AID 540308; P32245; hit rate 0.98% among 360,000; activation, % at 8.9 µM;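 active = activation above a per-plate cutoff, the mean activation of sample wells on that plate plus 3 SD, cut at about 8% in these data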
# MC4R antagonist: antagonists of human melanocortin 4 receptor (MC4R); P32245; MC4R-expressing cells, MTII-stimulated cAMP, LANCE TR-FRET; inhibition, % at 6.5 µM; hit rate 0.48% among 360,000; AID 540295;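 active = inhibition above its plate's cutoff, the mean of tested wells on that plate plus 3 SD, cut at about 29% in these data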;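 also: 0% = Melanotan II alone and 100% = Melanotan II plus saturating MCL0020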
#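 Assay system: human MC4R-expressing U2OS cells; reagent: Melanotan II stimulation of cells; dosing: 6.5 µM single dose; timing: compound 30 min, challenge 1 h, detection 1 h; signal: TR-FRET cAMP assay; replicates: one well per compound, no replicates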
# Cardio protect: protects H9c2 cardiomyocytes from peroxide injury; H2O2 injury protection, ATPLite, 2 h; protection from H2O2 cell death, % at 20 µM; hit rate 0.63% among 360,000; AID 588492;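 active = compounds giving at least 50% protection of heart cells from peroxide-induced death in the single-dose screen, raw or plate-pattern-corrected value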;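 also: 0% = DMSO wells with peroxide and 100% = DMSO wells without peroxide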
# ABCB6 inh MLPCN: inhibitors of human ABC transporter ABCB6; hit rate 0.19% among 360,000; K562-ABCB6 porphyrin accumulation, flow cytometry, 1 h; active compounds read low; fluorescence ratio to DMSO, % at 10 µM; Q9NP58;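 active = fluorescence ratio to DMSO below 75%, the collection mean minus 3 SD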;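 also: signal is porphyrin accumulated inside mitochondria; 100% equals median channel fluorescence of DMSO control wells; lower ratio means ABCB6 inhibition with less porphyrin fluorescence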
# Target sequence (Q9NP58 whole entry, looked up): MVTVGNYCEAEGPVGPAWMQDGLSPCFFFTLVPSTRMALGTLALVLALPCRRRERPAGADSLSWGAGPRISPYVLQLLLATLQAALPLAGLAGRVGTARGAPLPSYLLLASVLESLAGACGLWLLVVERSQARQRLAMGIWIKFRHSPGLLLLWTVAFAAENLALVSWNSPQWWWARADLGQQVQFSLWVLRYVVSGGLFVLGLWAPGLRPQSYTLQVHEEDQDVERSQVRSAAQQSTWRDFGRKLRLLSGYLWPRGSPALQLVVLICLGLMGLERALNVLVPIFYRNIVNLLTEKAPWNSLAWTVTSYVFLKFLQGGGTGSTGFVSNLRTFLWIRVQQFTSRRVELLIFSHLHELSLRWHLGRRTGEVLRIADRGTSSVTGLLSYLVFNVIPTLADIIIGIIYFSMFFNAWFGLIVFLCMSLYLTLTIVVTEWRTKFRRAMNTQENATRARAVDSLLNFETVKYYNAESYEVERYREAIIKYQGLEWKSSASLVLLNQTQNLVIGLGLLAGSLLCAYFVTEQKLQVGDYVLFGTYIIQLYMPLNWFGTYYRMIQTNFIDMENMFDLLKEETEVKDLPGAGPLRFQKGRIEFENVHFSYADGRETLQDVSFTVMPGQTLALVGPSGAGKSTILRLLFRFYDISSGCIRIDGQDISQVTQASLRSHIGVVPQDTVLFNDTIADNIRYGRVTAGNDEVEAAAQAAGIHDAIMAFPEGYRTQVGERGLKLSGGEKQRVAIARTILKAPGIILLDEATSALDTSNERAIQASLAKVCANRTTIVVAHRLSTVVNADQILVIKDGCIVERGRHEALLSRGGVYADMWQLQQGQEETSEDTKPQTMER
# PDI turbidity: PDI (human) enzyme inhibition; PDI insulin aggregation turbidity, A650, 90 min; hit rate 0.052% among 350,000; inhibition, % at 10 µM; P07237;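 active = mean inhibition across replicates of 30% or more, whatever share of single replicates reach that level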;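 also: absorbance from insulin aggregation driven by PDI reduction with DTT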
# The depositor's hits bear a star; nt = no result given.
# Screens in order: Glyco luc inh	aDG glyco up	CaV13 FRET inh	m5-HT2A agonist	Vif imaging	MC4R ag barr	MC4R antagonist	Cardio protect	ABCB6 inh MLPCN	PDI turbidity
Cc1c(CC(=O)O)c(=O)oc2cc(OCc3ccc(Br)cc3)ccc12
→ 0	0.0	-5	1	3	-1.2	4	-4	107	1
Cc1ccc(CNc2ccc(O)cc2)cc1
→ 8	1.2	-5	-4	-17	-2.0	-8	4	88	-20
CCCCOc1ccc(-c2ncc(C(=O)O)c(C)n2)cc1
→ 0	0.0	nt	2	-5	0.4	-4	-4	95	8
Oc1ccc(Cl)cc1C(C#Cc1ccccc1)N1CCOCC1 (stereo not drawn)
→ 3	0.2	nt	2	3	1.7	5	6	101	-2
COc1ccnc(N2CCN(c3ccccc3)CC2)c1C#N
→ 1	-0.2	-9	-3	-4	0.8	2	2	95	-8
CCOC(=O)C1CCCN(CC(=O)Nc2nc(-c3ccccc3)cs2)C1 (stereo not drawn)
→ -1	0.1	-5	0	-14	1.8	25	4	99	1
Cc1c(C(=O)O)c(-c2ccccc2)nn1-c1ccccc1
→ 1	0.3	-2	2	-9	-1.9	-2	12	98	15
COc1cc(NC(=O)C2CCCN2C(=O)C2CCC(C)CC2)cc(OC)c1OC (stereo not drawn)
→ 0	0.1	-5	-2	11	-0.3	10	0	98	nt
O=C1CSC(c2cccc(O)c2)N1Cc1ccccc1 (stereo not drawn)
→ 0	-0.1	-19	5	-11	1.0	2	-3	88	4
Cc1[nH]c2ccccc2c1CCN(Cc1cccnc1)C(=S)Nc1cccc(F)c1
→ -4	0.3	0	0	9	-2.7	1	7	95	-5
CC(=O)NNC(=S)NC(=O)c1ccc(C)cc1
→ 1	-0.1	-7	1	2	-2.1	12	-2	101	0
CCOc1ccc(NC(=O)COC(=O)c2ccc(S(=O)(=O)N3CCOCC3)cc2)cc1
→ 2	0.3	-6	11	-4	-1.9	-5	0	96	3
C/C(CC(=O)Nc1ccc(Cl)cc1Cl)=N\NC(=O)c1cnccn1
→ 0	-0.1	1	6	-4	1.7	16	5	99	2
Cc1ccc(N2CC(C(=O)N3CCN(C(=O)c4ccco4)CC3)CC2=O)cc1 (stereo not drawn)
→ 3	0.1	-8	1	-2	1.7	7	-6	99	28
Cc1cccc(N2CCN(C(c3cccs3)c3nnnn3C(C)(C)C)CC2)c1C (stereo not drawn)
→ -7	1.8	nt	1	16	0.8	7	-12	103	-1
Cc1ccc(NS(=O)(=O)c2cccc(C(=O)N/N=C/c3ccc4c(c3)OCCO4)c2)c(C)c1
→ -2	0.2	-6	6	-2	-0.1	18	1	95	-5
Cc1ccc(CN2CC(N3CCN(C)CC3)CS2(=O)=O)cc1 (stereo not drawn)
→ 3	0.3	-13	-2	nt	nt	nt	4	96	nt
COC(=O)c1ccc(C(=O)OC)c(NC(=O)CN(C)Cc2ccc(Cl)c(Cl)c2)c1
→ -3	0.0	-5	3	18	-1.5	-1	-2	99	-7
O=C(C[C@H]1C/C=C\CC[C@H](Cc2ccc(F)cc2)C(=O)OC[C@H]2CCCN2C1=O)N[C@H](CO)Cc1ccccc1
→ -1	-0.3	-3	-2	-7	-2.2	17	8	93	17
CSc1ccccc1C(=O)Nc1ccc2c(c1)OCCO2
→ 0	0.3	-2	-1	nt	0.9	9	-8	100	6

# The list goes on, starting with the last 4 of the part before.
# Screens in order: Glyco luc inh	aDG glyco up	CaV13 FRET inh	m5-HT2A agonist	Vif imaging	MC4R ag barr	MC4R antagonist	Cardio protect	ABCB6 inh MLPCN	PDI turbidity
Cc1ccc(CN2CC(N3CCN(C)CC3)CS2(=O)=O)cc1 (stereo not drawn)
→ 3	0.3	-13	-2	nt	nt	nt	4	96	nt
COC(=O)c1ccc(C(=O)OC)c(NC(=O)CN(C)Cc2ccc(Cl)c(Cl)c2)c1
→ -3	0.0	-5	3	18	-1.5	-1	-2	99	-7
O=C(C[C@H]1C/C=C\CC[C@H](Cc2ccc(F)cc2)C(=O)OC[C@H]2CCCN2C1=O)N[C@H](CO)Cc1ccccc1
→ -1	-0.3	-3	-2	-7	-2.2	17	8	93	17
CSc1ccccc1C(=O)Nc1ccc2c(c1)OCCO2
→ 0	0.3	-2	-1	nt	0.9	9	-8	100	6
C[C@@H]1COC(=O)[C@H](NC(=O)OCC2c3ccccc3-c3ccccc32)C/C=C\C[C@@H](CC(=O)N(CCO)Cc2ccccc2)C(=O)N1
→ 0	-0.3	nt	-1	-3	-1.8	16	-22	97	-7
CCCCNC(=O)CCn1c(=O)c2cccn2c2ccc(F)cc21
→ 1	-0.1	-4	-5	-9	-1.1	10	-2	100	-8
Cc1ccc(C)c(OCc2nnc(NC(=O)c3ccco3)s2)c1
→ 1	0.2	nt	1	nt	-0.1	0	6	118	-2
O=[N+]([O-])c1ccccc1S(=O)(=O)N(CC1CO1)c1ccccc1 (stereo not drawn)
→ 1	0.1	-7	3	-5	-0.3	4	9	93	0
COc1ccc(S(=O)(=O)N2CCCC2)c2ccccc12
→ -2	-0.1	-3	6	12	-1.6	-2	4	91	2
COc1ccc(C(=O)N2CCN(Cc3ccccc3[N+](=O)[O-])CC2)cc1
→ -4	0.1	0	2	10	-0.3	6	4	102	-7
COc1ccccc1CC(=O)NNC(=O)c1cccs1
→ 1	-0.3	-5	15*	-2	-2.1	6	1	93	0
COc1cc(NC(=O)C2CCCN(c3ncnc4c3nc3n4CCCCC3)C2)cc(OC)c1OC (stereo not drawn)
→ 1	-0.1	-13	12	6	2.1	5	7	97	11
CCn1c(Cc2ccccc2)nnc1SCC(=O)Nc1ccccc1F
→ -2	0.2	0	0	10	-2.2	14	7	100	1
Cc1cc(CNC(=O)C(C)Cc2ccccc2)nn1C (stereo not drawn)
→ 1	-0.2	-11	-1	-6	-0.2	7	13	91	-1

# Exported field by field: part of the list above.
COc1ccccc1CC(=O)NNC(=O)c1cccs1
  Glyco luc inh: 1
  aDG glyco up: -0.3
  CaV13 FRET inh: -5
  m5-HT2A agonist: 15*
  Vif imaging: -2
  MC4R ag barr: -2.1
  MC4R antagonist: 6
  Cardio protect: 1
  ABCB6 inh MLPCN: 93
  PDI turbidity: 0

Cc1[nH]c2ccccc2c1CCN(Cc1cccnc1)C(=S)Nc1cccc(F)c1
  Glyco luc inh: -4
  aDG glyco up: 0.3
  CaV13 FRET inh: 0
  m5-HT2A agonist: 0
  Vif imaging: 9
  MC4R ag barr: -2.7
  MC4R antagonist: 1
  Cardio protect: 7
  ABCB6 inh MLPCN: 95
  PDI turbidity: -5

# Further compounds follow.
# Screens in order: Glyco luc inh	aDG glyco up	CaV13 FRET inh	m5-HT2A agonist	Vif imaging	MC4R ag barr	MC4R antagonist	Cardio protect	ABCB6 inh MLPCN	PDI turbidity
CC1(C)CN(Cc2cccnc2)C(=O)[C@H]1CC(=O)Nc1ccc(Br)cc1
→ -1	-0.1	nt	-2	-1	-2.7	0	-2	91	-3
CC(=O)c1ccc(S(=O)(=O)N2CCN(C(=O)CSc3ccc(F)cc3)CC2)cc1
→ -2	0.0	-3	-4	21	-0.7	13	14	100	-8
COc1ccc(NC(=O)N(C)C[C@H]2Oc3c(NS(=O)(=O)c4cccs4)cccc3C(=O)N([C@H](C)CO)C[C@@H]2C)cc1
→ -1	0.1	-10	2	4	-0.6	4	9	94	-2
C=C1c2ccccc2O[C@H](C(=O)OCC)[C@H]1OC
→ 1	0.2	-5	-2	0	-0.9	11	3	101	-11
O=C(CSc1nccn1-c1cccc(Cl)c1)Nc1ccc2c(c1)OCCO2
→ -2	0.1	-5	-2	-4	0.2	6	-15	102	-21
O=C(NCC(c1ccco1)N1CCN(c2ccccc2F)CC1)c1ccco1 (stereo not drawn)
→ -1	-0.1	-1	15*	-9	-3.0	-1	2	99	-4
CC(Sc1ncnc2sccc12)C(=O)Nc1ccc(S(=O)(=O)N2CCOCC2)cc1 (stereo not drawn)
→ -1	0.1	-2	0	-2	-1.8	4	12	94	4
CCn1c(Cc2ccc(OC)cc2)nnc1SCC(=O)NC1CCCCC1
→ -2	0.2	-3	-7	-6	1.1	-2	0	91	-8
CCC(NC(=O)Cc1c(C)c2cc3c(cc2oc1=O)OC(C)(C)CC3)C(=O)O (stereo not drawn)
→ -1	-0.1	-4	4	-11	-1.6	2	-5	102	8
CSc1ccc(N2CCN(CCCNC(=O)Nc3ccccc3F)CC2)cc1
→ -3	0.5	-9	17*	-9	-0.2	1	-4	92	4
CCCCn1c(=N)n(CC(=O)c2ccco2)c2ccccc21
→ -4	0.3	nt	0	-12	-0.5	1	-7	98	-5
CCC(C)C(NS(=O)(=O)c1ccc(C)cc1)C(=O)O (stereo not drawn)
→ -1	-0.6	-5	6	-7	-1.9	-1	4	93	-6
CCOC(=O)C1=C(O)C(=O)N(c2ccccc2)C1c1cccc([N+](=O)[O-])c1 (stereo not drawn)
→ -1	0.0	-5	2	-4	3.3	18	-7	96	2
Cc1ccc(C(=O)Nc2ccccc2C(=O)N2CC3(C)CC2CC(C)(C)C3)cc1 (stereo not drawn)
→ -1	0.0	-5	3	-8	1.4	6	-13	96	5
CCCN(CCC)c1ncnc2nc[nH]c12
→ -12	0.1	-6	-3	nt	-1.4	0	6	101	-11
CN(C)S(=O)(=O)c1cccc(C(=O)N2CCN(S(=O)(=O)c3ccc4c(c3)OCCO4)CC2)c1
→ 4	-0.2	-5	0	-13	-1.8	2	7	92	11
CCOc1ccc2c(CC)cc(=O)oc2c1OCC
→ 0	0.0	-5	-1	16	-0.2	-11	-4	100	-11
CC(CC(=O)O)CC(=O)Nc1ccccc1C(=O)O (stereo not drawn)
→ 1	0.1	-9	-1	0	-1.4	13	-6	103	3
O=C(CCCc1ccccc1)NCc1ccc(Cl)cc1
→ 1	-0.1	-21	6	-4	-1.4	4	3	97	-6
Cc1ccc(Cl)cc1N1C(=O)CC(Sc2ccccc2N)C1=O (stereo not drawn)
→ 0	0.0	-6	7	-2	-2.3	6	-4	98	4
CCNc1ccc(C(=O)OCC(=O)NC(=O)NCC(C)C)cc1[N+](=O)[O-]
→ 1	0.3	-6	-1	4	-3.2	10	-6	97	1
C=CCn1c(O)c(N=NC(=S)Nc2ccccc2C)c2cc(S(=O)(=O)N3CCOCC3)ccc21
→ 11	0.5	-2	0	-8	-3.3	17	13	101	-4
CC(=O)Oc1cc(OC(C)=O)c2c(C)cc(=O)oc2c1
→ 1	0.8	nt	-6	1	1.3	-9	12	88	-4
Cc1ccc(F)cc1NC(=O)Nc1cc(C(C)(C)C)nn1C
→ -1	-0.1	-21	-1	1	-1.7	-5	9	96	9
O=C(NCc1ccccn1)Nc1ccc(Cl)cc1Cl
→ 2	0.1	-5	4	-8	-1.7	3	-1	93	-5
CC(=O)COc1cc(C)cc2oc(=O)c(C)c(C)c12
→ 2	-0.3	-5	-1	1	0.1	-5	-6	108	7

# Screening data deposited in PubChem by several laboratories.
